HTR2A ag: agonists of mouse serotonin 5-HT2A receptor (HTR2A) | hit rate 0.66% among 360,000 | AID 624169 | activation, % at 7.6 µM | CHO-K1 mHTR2A beta-arrestin complementation, luminescence; percent of 30 µM serotonin response | P35363;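 active = activation above a run cutoff, the mean activation of all tested compounds plus 3 SD, cut at about 14% in these data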;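 note: 0% = plate median of compound wells and 100% = 30 µM serotonin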
Target sequence (P35363 whole entry, looked up): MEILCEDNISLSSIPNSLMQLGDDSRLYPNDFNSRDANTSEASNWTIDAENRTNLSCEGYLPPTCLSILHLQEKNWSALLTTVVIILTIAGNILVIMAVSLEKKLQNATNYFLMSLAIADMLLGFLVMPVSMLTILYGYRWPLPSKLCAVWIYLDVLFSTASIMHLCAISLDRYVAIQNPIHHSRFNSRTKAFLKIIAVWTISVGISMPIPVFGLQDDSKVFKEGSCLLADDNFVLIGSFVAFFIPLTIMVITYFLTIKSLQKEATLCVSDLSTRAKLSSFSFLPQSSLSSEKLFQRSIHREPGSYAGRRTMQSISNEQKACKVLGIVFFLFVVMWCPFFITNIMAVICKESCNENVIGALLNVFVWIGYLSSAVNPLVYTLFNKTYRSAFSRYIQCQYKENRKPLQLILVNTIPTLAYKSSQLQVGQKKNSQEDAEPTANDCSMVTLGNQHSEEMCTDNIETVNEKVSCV
iPSC survival up: hiPSC single-cell survival enhancement; ATPlite luminescence; 100% = ROCK inhibitor wells, 0% = DMSO; survival enhancement, % at 20 µM; hit rate 0.044% among 360,000; in the data active = survival enhancement above about 18%;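 note: cells exposed to compounds for 16 hours before the ATP read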
Vif inh: blocks HIV Vif function; HEK293T cells, Vif self-association by quenched fluorescence, imaging, 24 h; inhibition, % at 7.49 µM; hit rate 0.35% among 340,000; in the data active = inhibition above about 50%, passing the limit was not always enough; inconclusive = no clear call, values can overlap the other calls; inactive = below about 31%; note: some results filed as inactive read as strong as hits
ABCB6 inh MLPCN: blocks the human ABCB6 transporter; Q9NP58; K562-ABCB6 porphyrin accumulation, flow cytometry, 1 h; stronger effect = lower value; fluorescence ratio to DMSO, % at 10 µM; hit rate 0.19% among 360,000;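 active = fluorescence ratio to DMSO below 75%, the collection mean minus 3 SD; inconclusive = too few cells collected in the well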;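 note: signal is porphyrin accumulated inside mitochondria; 100% equals median channel fluorescence of DMSO control wells; lower ratio means ABCB6 inhibition with less porphyrin fluorescence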
aDG glyco up: alpha-DG glycosylation activation. Pro5-aDG cells, alpha-DG glycosylation AlphaScreen (IIH6); 0% Pro5, 100% B10-LARGE cell signal. activation, % at 10 µM. hit rate 0.22% among 360,000. AID 624168;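 active = activation of at least 8% versus controls, or a plate z-score of at least 8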;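 note: Pro5 are CHO cells carrying HIG-tagged alpha-DG that lacks glycosylation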
CaV13 ICDI inh: Disruptors of the CACNA1D IQ motif to Ca2+-dependent inactivation inhibitor domain association, primary screening, Förster resonance energy transfer in intact living …; HEK cells, CFP/YFP FRET ICDI-IQ, plate reader, 10 min; percent FRET-ratio fall versus neutral wells; AID 743397; hit rate 0.098% among 340,000; inhibition, % at 12.3 µM;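 active = mean replicate inhibition of at least 30% and at least 1% of replicates passing that level; inconclusive = only one of the two criteria is met; inactive = neither criterion is met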;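 note: 0% = median of the neutral control wells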
Glyco luc inh: N-linked glycosylation inhibition. D54 ERlucT glycosylation luciferase reporter, 24 h; percent of 100 nM tunicamycin response. reporter increase, % at 12.5 µM. hit rate 0.23% among 360,000. AID 588692;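 active = mean luciferase reporter signal, scaled so untreated is 0 and the glycosylation-blocking control 100, at or above a set limit in every replicate; inconclusive = mean reaches the limit but not every replicate does; inactive = mean below the limit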;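 note: luciferase carries N-glycosylation sites so blocking glycosylation raises the light; 0% = median of neutral control wells and 100% = median of 100 nM tunicamycin wells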
PDI inh: inhibitors of human protein disulfide isomerase; P07237; PDI insulin aggregation turbidity, A650, 90 min; inhibition, % at 10 µM; hit rate 0.052% among 350,000; AID 588391;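 active = mean inhibition across replicates of 30% or more, whatever share of single replicates reach that level; inconclusive = mean inhibition below 30% while every single replicate reaches 30%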;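 note: absorbance from insulin aggregation driven by PDI reduction with DTT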
Target sequence (P07237 whole entry, looked up): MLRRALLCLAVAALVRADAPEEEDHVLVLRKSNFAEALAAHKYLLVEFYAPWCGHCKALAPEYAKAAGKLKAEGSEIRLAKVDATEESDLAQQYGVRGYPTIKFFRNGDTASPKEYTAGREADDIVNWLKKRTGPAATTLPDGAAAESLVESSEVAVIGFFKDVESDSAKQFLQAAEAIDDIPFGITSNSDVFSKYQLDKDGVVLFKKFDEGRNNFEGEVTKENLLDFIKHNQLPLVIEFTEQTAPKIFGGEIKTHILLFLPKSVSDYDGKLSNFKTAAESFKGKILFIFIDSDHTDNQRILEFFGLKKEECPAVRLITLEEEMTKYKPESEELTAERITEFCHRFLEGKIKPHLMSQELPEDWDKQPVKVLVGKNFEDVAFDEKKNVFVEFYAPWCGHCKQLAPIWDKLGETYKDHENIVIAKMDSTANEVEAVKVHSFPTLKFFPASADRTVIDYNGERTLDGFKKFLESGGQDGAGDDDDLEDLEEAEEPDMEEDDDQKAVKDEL
Granule exo inh: lytic granule exocytosis inhibition | TALL-104 LAMP-1 surface exposure, flow cytometry; cells stimulated with thapsigargin and PMA | inhibition, % at 10 µM | hit rate 0.66% among 360,000 | AID 651702;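 active = inhibition above about 55%, limit read from the data; inconclusive = no clear call, values can overlap the other calls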
Cardio protect: myocardial damage modulation in H9c2 cells; H9c2 cardiomyocytes, H2O2 injury protection, ATPLite, 2 h; protection from H2O2 cell death, % at 20 µM; hit rate 0.63% among 360,000; AID 588492;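 active = compounds giving at least 50% protection of heart cells from peroxide-induced death in the single-dose screen, raw or plate-pattern-corrected value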;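 note: 0% = DMSO wells with peroxide and 100% = DMSO wells without peroxide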
An asterisk follows results filed as active; ? = inconclusive; . = not tested or not shown.

SMILES	HTR2A ag	iPSC survival up	Vif inh	ABCB6 inh MLPCN	aDG glyco up	CaV13 ICDI inh	Glyco luc inh	PDI inh	Granule exo inh	Cardio protect
CCNc1nc(NCC)n2c(SCC(=O)NCC3CCCCC3)nnc2n1	8	-2.1	-3	106	0.2	-18	0	5	1	4
O=C(C1COc2ccccc2O1)N1CCN(Cc2ccc(Br)cc2F)CC1 (stereo not given)	-3	1.2	-1	94	0.2	-5	-4	-5	6	-10
Cn1c(=O)[nH]c(Nc2ccc(F)cc2)c([N+](=O)[O-])c1=O	1	1.2	6	100	0.3	-8	2	-1	7	6
Cc1cc(Br)c2[nH]cc(CCNC(=O)c3ccco3)c2c1	1	-0.5	-5	95	-0.1	-7	4	0	18	8
CCCOc1ccc(C(=O)Nc2ccc(C)cc2[N+](=O)[O-])cc1	-2	-2.0	7	93	-0.2	.	1	-4	0	-5
CCOC(=O)CSc1nnnn1-c1cc(OC)ccc1OC	-2	-4.0	-7	82	-0.1	-8	-2	-2	1	-1
Brc1ccc2nc(-c3ccccc3)c(Cc3ccsc3)n2c1	-1	0.7	.	109	0.1	-3	0	.	-5	3
CC(=O)CC(=O)Nc1ncc(C(F)(F)F)cc1Cl	6	1.2	-3	99	0.0	-5	1	3	0	2
N#CC1=C(N)NC(SCC(=O)c2ccccc2)=C(C#N)C12CCCC2	2	-1.7	1	103	0.2	-6	-1	-7	-6	-12
CCOC(=O)c1c(-c2ccc(OC)cc2)csc1NC(=O)CSc1ncnc2sccc12	-6	4.2	-7	95	1.4	-6	-8	-8	-10	-20
CC(=O)Nc1ccc(C(=O)OCC(=O)NCc2ccccc2)cc1	-3	0.0	-1	101	0.0	-4	3	-2	-3	6
O=C(CNC(=O)c1sc2ccccc2c1Cl)NCc1cccnc1	0	-0.5	-9	99	-0.1	.	0	-2	-1	7
CCOC(=O)CC1CCCCN1C(=O)CCCn1nnnc1CN1CCOCC1 (stereo not given)	3	-0.3	2	103	-0.2	.	3	-1	2	5
CC(C)(C)S(=O)(=O)N1Cc2cc(CO)cc(CCO)c2[C@H]1CCO	-1	-1.4	.	105	0.0	-8	0	-6	-4	-5
COc1cc(C(=O)C(=O)N2CCC(Cc3ccccc3)CC2)cc2ccccc12	-3	.	.	.	10*	-4	.	.	-3	.
O=C(COc1ccc(Cl)c(Cl)c1)NC1CCS(=O)(=O)C1 (stereo not given)	-1	-1.5	?	98	0.0	-2	5	16	3	-2
CN1COc2ccc3ccccc3c2C1	-3	-0.2	9	98	-0.2	5	0	-35	-1	4
COc1ccccc1-n1c(CNC(=O)COc2ccccc2)n[nH]c1=S	5	4.5	-5	98	-0.1	-6	5	1	-1	-5
Cc1nn(CCCC(=O)NCc2ccc(F)cc2)c(=O)c2nccn12	-1	2.3	0	103	-0.5	-6	1	.	-4	6
c1ccc(N2CCN(Cc3ccnc4ccccc34)CC2)cc1	2	4.4	2	99	0.1	-7	0	5	-1	-10
O=C(NCc1ccco1)c1ccc2c(c1)S(=O)(=O)c1ccccc1C2=O	-1	-0.4	5	101	-0.6	-3	2	-1	5	14
CCOC(=O)N1CCN(CC(=O)Nc2ccccc2C(=O)Nc2ccccc2)CC1	-1	-0.3	5	98	-0.2	-6	-2	-1	-2	11
COc1cc(C2C3=C(COC3=O)Oc3cc4c(cc32)OCO4)ccc1O (stereo not given)	-1	-1.6	-2	99	0.0	-7	8	-3	13	7
CCOC(=O)C1CCN(S(=O)(=O)c2ccc3[nH]c(=O)c(=O)[nH]c3c2)CC1	3	-0.8	10	101	0.4	-6	0	-1	-1	2
NC(=NC(=O)c1ccc(OCC(F)(F)F)nc1)c1ccccc1	8	-0.5	8	93	0.0	-2	5	12	3	1
CCOC(=O)N1CCN(Cc2nc3cc(NC(=O)CC)ccc3n2C)CC1	2	1.4	-6	94	-0.1	-4	3	8	22	5
CC1CCOC(c2coc3ccccc3c2=O)O1 (stereo not given)	5	-0.5	-1	97	-0.1	-4	-1	12	13	-3
COc1cc(-c2coc3c(C(=O)NC4CCCCC4)cccc23)ccc1O	3	0.1	-10	90	0.9	-5	0	-3	8	-16
CN(CC(=O)Nc1ccc(F)c(F)c1F)C(=O)Cn1cnc2c1c(=O)n(C)c(=O)n2C	3	-0.5	-1	92	1.2	-2	1	-7	15	10
O=C(COc1ccccc1[N+](=O)[O-])OC1CCS(=O)(=O)C1 (stereo not given)	1	1.1	11	99	-0.4	-6	1	-1	-7	5
O=C(Nc1cccc(S(=O)(=O)NC2=NCCC2)c1)C1CCC1	-3	4.2	6	100	-0.2	-1	3	0	-3	0
CC(C)NS(=O)(=O)c1ccc(OCC(=O)N2CCc3ccccc3C2)cc1	-6	-1.7	5	101	0.8	-6	-1	6	-1	0
O=C(NCCCN1CCOCC1)c1cccs1	6	-0.2	-7	99	0.0	-9	1	-1	-2	6
O=C(Nc1ccc(-c2cscn2)cc1)C1CCCN(Cc2ccccc2)C1 (stereo not given)	-11	-0.4	3	95	0.1	-7	12	-4	0	15
Cc1ccc(-n2ccc(=O)c(C(=O)Nc3ccc(S(=O)(=O)N4CCOCC4)cc3)n2)cc1	2	0.1	14	99	0.0	-7	1	3	-10	10
O=C(NC1CCCC1)C(c1ccccc1)N(C(=O)c1csnn1)c1ccccc1F (stereo not given)	-3	1.4	3	97	0.0	-2	0	-1	-6	4
COc1ccc(-c2cc3nc(NCc4ccc(NC(C)=O)cc4)n(C)c(=O)c3s2)cc1OC	1	-0.4	3	96	0.4	-5	0	0	-3	2
COc1nc(-c2ccccc2)ccc1-c1noc(-c2ccco2)n1	-1	-2.6	1	101	0.0	-6	1	5	-2	-2
COCCCn1c(O)c(/C=C2\N=C(C#N)C(=Nc3ccc(C)cc3)O2)sc1=S	-1	-1.3	1	609	0.7	-5	-6	1	1	-16
S=C(NCc1ccco1)N1CCN(c2ccc(Cl)cc2)CC1	0	-2.2	.	99	0.4	-6	0	19	-3	-8

As entered above:
COc1nc(-c2ccccc2)ccc1-c1noc(-c2ccco2)n1 | PDI inh: 5
CC1CCOC(c2coc3ccccc3c2=O)O1 (stereo not given) | Glyco luc inh: -1
O=C(NC1CCCC1)C(c1ccccc1)N(C(=O)c1csnn1)c1ccccc1F (stereo not given) | Granule exo inh: -6

Later entries
SMILES	HTR2A ag	iPSC survival up	Vif inh	ABCB6 inh MLPCN	aDG glyco up	CaV13 ICDI inh	Glyco luc inh	PDI inh	Granule exo inh	Cardio protect
O=c1c(N=Nc2ccc(O)cc2)c(-c2ccccc2)[nH]n1-c1ccc([N+](=O)[O-])cc1	0	-0.5	-10	183	-0.3	-7	-11	-8	-2	-2
COc1cc(OC)nc(Oc2ccccc2C(=O)Oc2cccc(C)c2)n1	-5	-0.9	74*	102	0.1	.	1	-9	9	-13
COC(=O)NNC(=O)c1ccc(C)c(Br)c1	7	-0.3	0	96	-0.3	-19	1	2	3	4
O=C(COC(=O)c1ccc2c(c1)OCO2)NC1CCS(=O)(=O)C1 (stereo not given)	-2	-0.7	.	96	-0.1	.	0	-12	1	-4
CCC(C)C(NC(=O)C1CCC(=O)N1C(=O)OCc1ccccc1)C(=O)NC(Cc1ccccc1)C(N)=O (stereo not given)	-1	0.4	-8	97	0.0	-5	0	1	-22	4
Cc1ccc(S(=O)(=O)N/N=C2\C(=O)C3(C)CCC2C3(C)C)cc1 (stereo not given)	5	0.7	13	105	-0.1	-3	1	-9	1	-2
COc1ccc(N(C(=O)c2snc(C(N)=O)c2N)C(C(=O)NC2CCCC2)c2cc(OC)ccc2OC)c(OC)c1 (stereo not given)	4	1.1	?	96	0.0	-3	-1	7	20	4
O=C(COc1ccccc1)N1CCN(c2ncccn2)CC1	-1	3.8	1	97	-0.4	-4	3	1	-2	-7
Cc1nn(C)cc1CN1CCC(CO)(CCOc2ccccc2)CC1	2	-0.4	3	91	0.1	-1	0	3	-2	-5
CC(=O)c1ccc(-c2c(CCO)sc3ccccc23)cc1	-3	0.2	.	99	0.0	-7	.	.	-3	.
O=C1c2oc3ccccc3c(=O)c2C(c2cccc(Br)c2)N1Cc1ccco1 (stereo not given)	4	-0.4	1	100	-0.1	-4	-1	-10	-2	-13
O=C(NCc1ccccc1Cl)c1csc([C@@H]2C[C@H](O)[C@@H](CO)O2)n1	-3	0.5	1	100	-0.1	-6	2	-7	4	0
NS(=O)(=O)c1cccc(NS(=O)(=O)c2ccc3ccccc3c2)c1	4	-0.4	0	126	0.0	-4	0	-3	0	-6
CC1CC1C(=O)Nc1nc(-c2ccccn2)cs1 (stereo not given)	0	8.5	-4	97	5.1*	.	6	1	-2	15
Cc1ccc(O)c(C(CC(=O)NC2CCCCC2)c2ccccc2)c1 (stereo not given)	1	1.2	9	93	-0.3	-5	-2	-1	0	4
CC1(C)CC(=O)C2=C(C1)N(c1ccc(F)cc1)C(=O)NC2(C(F)(F)F)C(F)(F)F	-5	-2.7	-9	100	-0.3	-9	-1	-5	0	5
O=c1[nH]c(=O)n(CCO)c2nnn(Cc3ccccc3)c12	-1	-3.1	5	94	-0.1	-3	1	2	-2	-2
CCCOc1ccc(NC(=O)CC2C(=O)N(C)C(=S)N2Cc2cccs2)cc1 (stereo not given)	-9	11	3	.	0.3	.	-2	-4	-4	1
Cn1ncc2c(O/N=C(\N)c3ccc(C(C)(C)C)cc3)ncnc21	-1	-0.2	-40	98	-0.3	.	-21	0	7	-22
CCc1noc(C)c1C(=O)Nc1sc(C(=O)N(C)C)c(C)c1C#N	7	0.2	0	94	-0.1	-6	1	5	28	4

Limited to Vif inh, for two of the compounds above:
SMILES	Vif inh
NS(=O)(=O)c1cccc(NS(=O)(=O)c2ccc3ccccc3c2)c1	0
CC1CC1C(=O)Nc1nc(-c2ccccn2)cs1 (stereo not given)	-4

Next part:
SMILES	HTR2A ag	iPSC survival up	Vif inh	ABCB6 inh MLPCN	aDG glyco up	CaV13 ICDI inh	Glyco luc inh	PDI inh	Granule exo inh	Cardio protect
COc1cc(C)c(Cl)c(C)c1S(=O)(=O)NCc1ccc2c(c1)OCO2	1	-0.1	.	87	0.4	.	1	-8	-1	-9
CCCNS(=O)(=O)c1ccc(CCC(=O)NCc2ccco2)cc1	4	9.8	0	93	-0.1	-5	2	2	-2	1
Cn1cc(S(=O)(=O)N2CCCC(C(=O)O)C2)cn1 (stereo not given)	0	1.4	23	101	-0.3	3	0	0	-2	0
CCC(C)(C)NC(=O)CN(Cc1ccc2c(c1)OCO2)C(=O)CCC(=O)Nc1nccs1	2	-1.1	1	96	-0.3	-4	0	-8	0	2
COc1ccc(C(=O)C(OC(=O)c2ccccc2)c2ccccc2)cc1 (stereo not given)	-3	-1.3	5	93	0.3	-5	-2	-8	-5	-4
O=C(O)C1Nc2c(O)cccc2C2C=CCC12 (stereo not given)	4	0.7	13	100	-0.2	-4	2	8	-2	44
COC(=O)c1c(C)[nH]c(C(=O)OCc2csc(CC(=O)Nc3ccccc3C)n2)c1C	-4	-1.7	-13	102	0.5	-6	5	-2	-8	8
C[C@H](CO)N1C[C@H](C)[C@@H](CN(C)C(=O)c2ccc3c(c2)OCO3)Oc2cc(/C=C/c3ccccc3)ccc2S1(=O)=O	3	-2.4	-13	95	-0.2	-3	-3	-5	4	30

Screening results from PubChem BioAssay.
